# RGS4 block = human RGS4 inhibition; HEK293 M3R/RGS4 inducible, Fluo-4 calcium flux; active compounds read high; triggered by carbachol at its EC20; B-score at 10 µM; actives 0.45% (n = 310,000);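 active = B-score, a plate-corrected calcium signal, over three deviations above library mean, with baseline fluorescence within five deviations of library mean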;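 note: RGS4 expression induced by doxycycline in cells with stable M3 receptor; B-score is computed from the integrated fluorescence ratio over baseline after carbachol; higher B-score means a larger calcium signal and so more RGS4 inhibition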
# Target sequence (P49798 whole entry, looked up): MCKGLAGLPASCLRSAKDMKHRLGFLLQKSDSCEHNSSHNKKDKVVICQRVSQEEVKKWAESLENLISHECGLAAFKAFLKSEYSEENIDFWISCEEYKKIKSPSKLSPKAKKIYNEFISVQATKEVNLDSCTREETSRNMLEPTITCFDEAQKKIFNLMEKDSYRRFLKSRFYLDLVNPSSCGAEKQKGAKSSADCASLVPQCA
# MrgX1 allo act = allosterically activates human MrgX1 receptor signaling | actives 0.63% (n = 310,000) | Q96LB2 | B-score at 10 µM | MrgX1-HEK293, Fluo-4 calcium flux, FDSS; active compounds read high;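 active = plate-corrected calcium response at least 3 library SD above typical, normal starting fluorescence, not activating the receptor alone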;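 note: compound read alongside a low EC10 to EC30 dose of BAM8-22 agonist; peak minus trough fluorescence over baseline measured at the second addition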
# Target sequence (Q96LB2 whole entry, looked up): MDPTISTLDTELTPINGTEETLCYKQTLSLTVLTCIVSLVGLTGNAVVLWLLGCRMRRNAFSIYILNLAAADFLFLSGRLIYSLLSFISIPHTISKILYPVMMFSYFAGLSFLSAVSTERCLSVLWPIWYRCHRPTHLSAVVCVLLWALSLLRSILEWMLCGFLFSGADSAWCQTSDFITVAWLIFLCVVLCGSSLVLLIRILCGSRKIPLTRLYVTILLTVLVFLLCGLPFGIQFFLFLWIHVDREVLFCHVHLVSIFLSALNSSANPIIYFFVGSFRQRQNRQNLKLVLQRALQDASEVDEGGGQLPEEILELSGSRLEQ
# ANO1 block = mouse TMEM16A channel inhibition, primary screen; normalized B-score (activity score, 25-100; higher = stronger inhibition) at 10 µM; Q8BHY3; HEK293 TMEM16A/YFP iodide influx fluorescence, ionomycin; actives 1.2% (n = 310,000); AID 588511;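 active = ratio plate-corrected score three or more library SD toward inhibition, starting fluorescence score within five deviations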;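 note: score derived from kinetic fluorescence span divided by baseline fluorescence per well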
# SKKanGAS inh = inhibitors of SKKanGAS S. pyogenes growth in kanamycin (SK-promoter or general growth effect); actives 1.3% (n = 300,000); BacTiter-Glo, 6 h; AID 1662; inhibition, % at 7.5 µM;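 active = mean replicate score, as percent of positive control median, at least 50; inconclusive = mean below 50 but one replicate at or above 50; inactive = mean and every replicate below 50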;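 note: strain carries kanamycin resistance gene driven by streptokinase promoter and grows in 40 µg/ml kanamycin; loss of luminescence reflects streptokinase promoter inhibition or plain growth inhibition; 0% = median of DMSO wells and 100% = positive control at its reference dose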
# TRPC6 act = activators of mouse TRPC6 channel; Q61143; B-score at 10 µM; actives 0.13% (n = 310,000); HEK293-TRPC6 membrane potential dye fluorescence; active compounds read high;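 active = B-score of the integrated fluorescence ratio above library mean plus 3 SD, and starting fluorescence ratio within library mean plus 5 SD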;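 note: higher score means more depolarization so channel activation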
# RGS4 pot = RGS4 potentiation or activation; HEK293 M3R/inducible RGS4, carbachol calcium flux Fluo4; active compounds read low; B-score at 10 µM; actives 0.92% (n = 310,000); AID 463111;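 active = B-score of the integrated calcium signal more than 4 SD below the library mean, with starting fluorescence not abnormally high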;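 note: negative B-score means reduced calcium response which marks RGS4 activation or potentiation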
#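 Test system: HEK293 cells with stable M3R and inducible RGS4; also added: carbachol at ECmax as muscarinic agonist stimulus; schedule: dye loading 30 min 37 °C, buffer rest 30 min RT; technique: kinetic calcium fluorescence imaging with Fluo4-AM dye, 2 µM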
# HDAC3 inhib = inhibitors of human histone deacetylase 3; O15379; recombinant HDAC3, fluorogenic peptide/trypsin coupled, fluorescence; inhibition, % at 8.3 µM; actives 0.15% (n = 320,000); AID 2718; in the data active = inhibition above about 26%, passing the limit was not always enough; inconclusive = no clear call, values can overlap the other calls
# Target sequence (O15379 whole entry, looked up): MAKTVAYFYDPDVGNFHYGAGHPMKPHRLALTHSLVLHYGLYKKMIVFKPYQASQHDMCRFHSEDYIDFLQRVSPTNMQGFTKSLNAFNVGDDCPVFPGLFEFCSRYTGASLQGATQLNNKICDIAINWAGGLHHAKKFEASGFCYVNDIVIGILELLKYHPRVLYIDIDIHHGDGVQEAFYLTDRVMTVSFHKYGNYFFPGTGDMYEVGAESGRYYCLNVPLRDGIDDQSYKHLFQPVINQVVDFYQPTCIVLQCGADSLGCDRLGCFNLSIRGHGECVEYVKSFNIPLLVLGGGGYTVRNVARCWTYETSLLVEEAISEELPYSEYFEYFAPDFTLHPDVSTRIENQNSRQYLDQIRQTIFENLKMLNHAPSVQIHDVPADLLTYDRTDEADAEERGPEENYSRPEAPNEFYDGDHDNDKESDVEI
# TRPC6 inhibitor = blocks the mouse TRPC6 cation channel; HEK293-TRPC6, membrane potential dye, ACh-evoked depolarization; active compounds read low; B-score at 10 µM; actives 1.1% (n = 310,000); AID 2553;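 active = B-score under library mean minus 3 SD, initial fluorescence not abnormally high, positive integrated signal ratio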;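 note: B-score derived from integrated fluorescence ratio over the kinetic read; more negative B-score means stronger inhibition of depolarization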
# ANO1 activ = activates or potentiates the mouse TMEM16A chloride channel; HEK293 TMEM16A/YFP-H148Q/I152L, iodide quench fluorescence; active compounds read low; B-score at 10 µM; actives 0.3% (n = 340,000);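 active = fluorescence-ratio B-score plate-corrected deviation score at least 3 library SD below zero, with starting fluorescence score within 5 deviations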;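 note: channel opened by trigger with iodide after compound preincubation; score built on the fluorescence ratio of max minus min over baseline; more negative score means more quench and so TMEM16A activation or potentiation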
# MrgX1 agonist = activates human MrgX1 receptor signaling; Q96LB2; MrgX1-HEK293 cells, Fluo-4 calcium fluorescence, agonist mode; active compounds read high; B-score at 10 µM; actives 0.44% (n = 310,000);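 active = calcium response B-score plate-corrected fluorescence ratio at least 3 library SD, with starting fluorescence B-score inside 5 SD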
#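 Test system: HEK293 cells stably expressing human MrgX1 receptor; amount: 15,000 cells per well; doses: compound delivered in addition one of three; times: overnight plating before 1 h dye loading; detection: Fluo-4 NW calcium-flux fluorescence, kinetic read; read-out basis: B-scored fluorescence response ratio; controls: positive and negative controls per plate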
# MrgX1 antag = human MrgX1 receptor antagonism, primary screen; AID 588676; MRGX1-HEK293 calcium flux, Fluo-4, BAM8-22 antagonism; active compounds read low; actives 1.3% (n = 310,000); B-score at 10 µM;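 active = calcium-response B-score plate-corrected more than 3 library SD below zero, starting fluorescence within 5 deviations, no agonist response on first addition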;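 note: peak minus trough fluorescence over baseline after final BAM8-22 challenge near maximal dose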
# Active calls of the source: *; i = inactive; ? = inconclusive; nt = no result given.
SMILES,RGS4 block,MrgX1 allo act,ANO1 block,SKKanGAS inh,TRPC6 act,RGS4 pot,HDAC3 inhib,TRPC6 inhibitor,ANO1 activ,MrgX1 agonist,MrgX1 antag
COc1cc(C(=O)OCC(=O)Nc2ccc(SC(F)F)cc2)cc(OC)c1OC,i,i,i,6.9,i,i,5.4,i,i,i,i
CC(=O)Nc1ccc(S(=O)(=O)NCCC(=O)OCc2nc(N)nc(Nc3ccccc3C)n2)cc1,i,i,i,-2.3,i,i,-9.4,i,i,i,i
COC(=O)COC(=O)c1ccc(-n2nnnc2SC)cc1,i,i,i,-3.1,i,i,-3.4,i,i,i,i
CCOC(=O)N1CCN(C(=O)CCN2C(=O)COc3ccccc32)CC1,i,i,i,-9.1,i,i,8.1,i,i,i,i
COc1ccc(S(=O)(=O)N(C)c2ccc(C(=O)Nc3ccccc3C(=O)N3CCOCC3)cc2)cc1,i,i,i,-7.6,i,i,3.3,i,i,i,i
c1ccc2c(c1)nc1n2CC2CON(C3CCCCC3)C12 (centres undefined),i,i,i,0.7,i,i,?,i,i,i,i
Cc1cccc(C(=O)NCC(=O)NC(C)CCc2ccccc2)c1 (centres undefined),i,i,i,10.5,i,i,4.0,i,i,i,i
CCOC(=O)C1(CCCc2ccccc2)CCN(C2CCN(C(C)=O)CC2)CC1,i,i,i,-9.7,i,i,nt,i,i,i,i
Cc1ccc(S(=O)(=O)c2c(C)cc(C)nc2N2CCOCC2)cc1,i,i,i,-14.4,i,i,3.4,i,i,i,i
Cc1ccc(C(=O)c2cc([N+](=O)[O-])ccc2N2CCOCC2)cc1,i,nt,nt,4.6,i,i,nt,i,i,nt,nt
Cc1cnc(C(=O)N2CCCC(N3CCN(c4ccccc4F)CC3)C2)cn1 (centres undefined),i,nt,nt,-3.1,i,i,nt,i,i,nt,nt
COC(=O)c1cccc(C#CC(NP(=O)(c2ccccc2)c2ccccc2)c2ccccc2)c1 (centres undefined),i,i,i,22.3,i,i,-6.3,i,i,i,i
Cc1cc(C)c(C)c(OCCCN(C)C)c1,i,i,i,4.7,i,i,-0.6,i,i,i,i
CC(C)C/C=C1\CCc2c([nH]c3ccccc23)C1=O,i,i,i,-6.3,i,i,0.2,i,i,i,i
Cc1cc(C)c(C#N)c(SCCN2CCOCC2)n1,i,i,i,11.6,i,i,2.9,i,i,i,i
O=C(c1ccc2c(c1)OCO2)N1CCN(c2ccc(F)cc2)CC1,i,i,i,7.3,i,i,0.4,i,i,i,i
O=C(CSc1nnc(CCCOc2ccc(Cl)cc2Cl)o1)Nc1ccc(C(=O)O)cc1,i,i,i,3.4,i,i,0.4,i,i,i,i
Cc1nn(Cc2ccccc2)c(C)c1NC(=O)CCCn1nc([N+](=O)[O-])cc1C,i,i,i,-5.0,i,i,4.1,i,i,i,i
COc1ccc(C(=O)N2CCN(CCc3ccccc3)CC2)cc1[N+](=O)[O-],i,i,i,7.9,i,i,nt,i,i,i,i
COc1ccc(-c2nnc3sc(-c4ccccn4)nn23)cc1,i,i,i,-3.3,i,i,-9.5,i,nt,i,i
CC(=O)NC12CC3CC(C1)CC(C(=O)NCc1ccc(C)cc1)(C3)C2,i,i,i,-3.5,i,i,-1.9,i,i,i,i
CC(C)Cc1ccc(CN2CCCC(NC(=O)c3ccoc3)C2)cc1 (centres undefined),i,i,i,-2.0,i,i,nt,i,i,i,i
CCN(CC)S(=O)(=O)c1ccc2oc(SCC(=O)NCc3ccccc3)nc2c1,i,i,i,3.3,i,i,-1.0,i,i,i,i
O=C1NCC(COCc2ccccc2)O1 (centres undefined),i,i,i,-2.3,i,i,2.8,i,i,i,i
Cc1ccc(C(C(=O)NC2CCCC2)N(Cc2cccnc2)C(=O)c2snc(C(N)=O)c2N)o1 (centres undefined),i,i,i,1.5,i,i,6.6,i,i,i,i
CCCc1cc(-c2n[nH]c(=S)n2Cc2ccccc2)cs1,i,i,i,0.2,i,i,8.8,i,i,i,i
COC(=O)c1c(N2C(=O)[C@H]3[C@@H](C2=O)[C@]2(C(=O)Nc4c(C)cccc42)N2CCC[C@@H]32)sc(C)c1C,i,i,i,14.4,i,i,14.0,i,i,i,i
Cc1ccc(C(=O)NCC2CCCO2)cc1S(=O)(=O)N1CCCCC1 (centres undefined),i,i,i,-5.8,i,i,6.5,i,i,i,i
O=C(OC1CCOC1=O)c1ccc(CO)cc1 (centres undefined),i,i,i,-4.0,i,i,1.0,i,i,i,i
COC(=O)c1c(NC(=O)CN2CCN(c3cccc(Cl)c3)CC2)sc(C)c1C,i,i,i,14.1,i,i,3.3,i,i,i,i
O=C1N=C2SCCN2/C1=C\c1ccc(Cl)cc1,25.2*,i,i,0.9,i,i,12.0,i,i,i,i
COc1ccc(S(=O)(=O)N2CCC(C(=O)NCC3CCCO3)CC2)cc1Cl (centres undefined),i,i,i,-1.8,i,i,6.9,i,i,i,i
COc1cccc(C(=O)NNc2nc(C)cc(C)n2)c1,i,i,i,3.0,i,i,5.1,i,i,i,i
CC(C)C(=O)NNC(=O)CC(=O)Nc1ccccc1C(=O)O,i,i,i,-5.8,i,i,-1.8,i,i,i,i
O=C(Nc1ccc(F)cc1)C1CCN(C(=O)NCc2ccccc2)CC1,i,i,i,-2.4,i,i,1.4,i,i,i,i
COCCCn1c(C)nc2c(c1=O)c1nc3ccccc3nc1n2CCc1ccccc1,i,i,i,5.0,i,i,-9.1,i,i,i,i
COc1ccc(C(C)=O)c(Oc2cc(NN3CCCCC3)c([N+](=O)[O-])cc2[N+](=O)[O-])c1,i,i,i,6.0,i,i,-12.1,i,i,i,i
CC1(C)CC(=O)C2=C(C1)NCN(Cc1ccc3c(c1)OCO3)C2,i,i,i,7.5,i,i,4.5,i,i,i,i
Cc1nc(C)c(CC(=O)N/N=C/c2ccc(O)cc2)c(=O)[nH]1,i,i,i,-8.2,i,i,3.0,i,i,i,i
Cc1cc(NC(=O)c2cc3n(n2)C(C(F)(F)F)CC(c2ccc(Cl)c(Cl)c2)N3)no1 (centres undefined),i,i,i,38.1,i,i,-5.4,i,i,i,i
COc1ccc([N+](=O)[O-])cc1NC(=O)COC(=O)Cc1cc(OC)c(OC)c(OC)c1,i,i,i,-2.1,i,i,3.0,i,i,i,i
O=C(COc1cccc2c1CCN(Cc1ccc(Br)cc1)C2=O)N1CCOCC1,i,i,i,2.1,i,i,4.9,i,i,i,i
C=CCSc1cc(C)nc2c(-c3ccc(Cl)cc3)c(C)nn12,i,i,i,1.6,i,i,-10.1,i,i,i,i
COC(=O)c1oc2c(c1C)C(=O)CCC2,i,i,i,-2.2,i,i,-2.2,i,i,i,i
COc1cccc2[nH]c3c(N4CCC5(CC4)OCCO5)ncnc3c12,i,i,i,9.7,i,i,-84.3,i,i,i,i
Cc1ccc(-c2cc(C(=O)N3CCN(c4ccccc4O)CC3)c3ccccc3n2)cc1,i,i,i,53.6*,i,i,15.1,i,i,i,i
Cc1ccc(S(=O)(=O)N2CCN(C(=O)CCn3cncn3)CC2)cc1,i,i,i,25.7,i,i,2.7,i,i,i,i
O=C(NCc1cccc(C(F)(F)F)c1)C1CC(c2cccc(F)c2)=NO1 (centres undefined),i,i,i,1.2,i,i,3.9,i,i,i,i
O=S(=O)(Nc1cccc(-c2cn3c(n2)SCC3)c1)c1ccc(F)cc1F,i,i,i,-0.6,i,i,-1.3,i,i,i,i
CN(C)c1nc(SCC(=O)Nc2ccccc2)nc(N2CCOCC2)n1,i,i,i,-1.9,i,i,-0.1,i,i,i,i
Cc1ccc(C(=O)C2=C(O)C(=O)N(Cc3cccnc3)C2c2ccc(OC(C)C)cc2)o1 (centres undefined),i,i,i,10.8,i,i,-5.7,i,i,i,i
CC1CCN(c2c(NCC3CCC(C(=O)NCCC4=CCCCC4)CC3)c(=O)c2=O)CC1 (centres undefined),i,i,i,-2.4,i,i,2.9,i,i,i,i
O=C(N1CCCCCC1)N1CCN(C(=O)N2CCCCC2)CC1,i,i,i,0.1,i,i,4.6,i,i,i,i
CC(C)(C)NCc1cc2ccccc2[nH]c1=O,i,i,i,1.4,i,i,1.4,i,i,i,i
CCNC(=S)N/N=C/c1cccc(C)c1,i,i,i,-2.2,i,i,3.3,i,i,i,i
CC1=C(C)CC(C(=O)NNC(=O)c2ccccc2)C(C(=O)O)C1 (centres undefined),i,i,i,-1.6,i,i,-1.9,i,i,i,i
COc1ccc(/C=C(\NC(=O)c2ccccc2)C(=O)N/N=C/c2sccc2C)cc1,i,i,i,-10.0,i,i,14.5,i,i,i,i
Cc1ccnc(Nc2nc(-c3ccccc3)cs2)c1,i,i,i,38.6,i,i,2.1,i,i,i,i
CNC(=O)c1c(NC(=O)c2ccc(S(=O)(=O)N3CCCc4ccccc43)cc2)sc2c1CCN(C)C2,i,i,i,10.4,i,i,5.1,i,i,i,-5.5*
Cc1ccccc1NC(=O)/C(C#N)=C\c1cc(C)n(-c2ccc(C(=O)O)cc2)c1C,i,i,i,9.4,i,i,6.6,i,i,i,i
# New compounds follow.
SMILES,RGS4 block,MrgX1 allo act,ANO1 block,SKKanGAS inh,TRPC6 act,RGS4 pot,HDAC3 inhib,TRPC6 inhibitor,ANO1 activ,MrgX1 agonist,MrgX1 antag
COc1ccc2nc(/C(C#N)=C\c3ccc(C(=O)O)cc3)[nH]c2c1,i,i,i,-1.4,i,i,8.4,i,i,i,i
CCC(=O)N(CCc1ccccc1C)Cc1cc2cc3c(cc2[nH]c1=O)OCO3,i,i,i,0.2,i,i,-0.7,i,i,i,i
O=C(c1ccc(Cl)cc1)N1CCC(O)(CSc2ccc(Cl)cc2Cl)CC1,i,i,i,19.2,i,i,0.7,i,i,i,i
O=S(=O)(NCCN1CCCC1)c1ccc(C(F)(F)F)cc1,i,i,i,-2.3,i,i,7.2,i,i,i,i
CC(=O)C1=NN(c2ccc(Cl)cc2)C(c2ccc3c(c2)OCO3)N(C(C)=O)N1C (centres undefined),i,i,i,4.7,i,i,12.9,i,i,i,i
O=S(=O)(c1ccc(Cl)cc1)N1CCc2ccccc21,i,i,i,10.0,i,i,-3.9,i,i,i,i

# Screening results (PubChem)

# Rows were taken by chance. About 6.7% of those tested had a hit in this group.
